Screening results as filed in PubChem.
hERG WT inh = inhibitors of human wildtype KCNH2 potassium channel; U2OS, BacMam KCNH2, thallium flux FluxOr; active compounds read low; activity change, % at 1.84 µM; 340,000 compounds, 0.37% hits; AID 720551;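 active means maximum activity change below -70%; inconclusive means maximum activity change between -70% and -50%; inactive means maximum activity change above -50%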; further: on the % scale 0 is the no-effect control and ±100 the full control effect
Target sequence (Q12809 whole entry, looked up): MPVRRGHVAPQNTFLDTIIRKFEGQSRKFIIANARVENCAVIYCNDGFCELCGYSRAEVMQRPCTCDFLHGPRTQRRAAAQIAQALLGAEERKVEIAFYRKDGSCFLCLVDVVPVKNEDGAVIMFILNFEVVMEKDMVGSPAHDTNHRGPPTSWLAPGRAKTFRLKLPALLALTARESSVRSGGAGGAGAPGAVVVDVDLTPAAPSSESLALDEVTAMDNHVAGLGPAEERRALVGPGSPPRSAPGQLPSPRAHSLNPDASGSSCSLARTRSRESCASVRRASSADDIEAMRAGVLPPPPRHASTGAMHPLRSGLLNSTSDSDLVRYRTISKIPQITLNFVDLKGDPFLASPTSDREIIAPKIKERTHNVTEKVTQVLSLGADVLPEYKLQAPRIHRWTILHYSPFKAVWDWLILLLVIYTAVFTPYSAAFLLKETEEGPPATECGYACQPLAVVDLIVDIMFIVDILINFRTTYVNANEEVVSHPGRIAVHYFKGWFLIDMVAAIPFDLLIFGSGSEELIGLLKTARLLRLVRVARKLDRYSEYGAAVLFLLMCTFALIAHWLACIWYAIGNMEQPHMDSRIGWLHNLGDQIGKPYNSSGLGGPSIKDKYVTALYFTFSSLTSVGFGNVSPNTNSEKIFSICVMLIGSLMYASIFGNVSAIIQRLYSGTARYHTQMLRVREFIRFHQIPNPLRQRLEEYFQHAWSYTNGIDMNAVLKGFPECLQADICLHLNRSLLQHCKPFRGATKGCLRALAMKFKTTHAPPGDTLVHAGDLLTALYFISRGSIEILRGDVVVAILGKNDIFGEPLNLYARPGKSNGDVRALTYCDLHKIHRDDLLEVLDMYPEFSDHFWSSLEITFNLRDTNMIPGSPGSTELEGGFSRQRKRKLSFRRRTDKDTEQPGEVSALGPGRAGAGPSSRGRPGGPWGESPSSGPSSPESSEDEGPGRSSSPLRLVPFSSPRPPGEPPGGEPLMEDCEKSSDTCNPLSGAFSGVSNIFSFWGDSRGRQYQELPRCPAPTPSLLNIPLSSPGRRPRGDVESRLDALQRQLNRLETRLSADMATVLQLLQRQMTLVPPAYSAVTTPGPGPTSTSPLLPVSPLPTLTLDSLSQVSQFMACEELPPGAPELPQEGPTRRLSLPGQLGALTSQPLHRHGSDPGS
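U2OS cells were transduced with wild-type KCNH2 virus (2.03 x 10^8 / mL) for 4 h at room temperature, then cultured overnight at 37 C. Thallium flux was read with FluxOr dye. Rate constants were normalized to DMSO controls.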
ASM inhibitor = blocks human secretory acid sphingomyelinase | P17405 | placental ASM, HMU-PC fluorogenic substrate, 60 min | Potency, µM (highest dose often 57.5 µM), for the others: at the top dose activity change, negative = inhibition, most hits filed as inhibitors | 340,000 compounds, 0.006% hits | AID 504937; active means well fitted inhibition curve with a large enough effect; inconclusive means small, poorly fitted or top-dose-only effect; inactive means no such curve, though single readings can be large or run the other way; further: potency means the concentration at half of the fitted maximal effect
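Steps: dispense placental human ASM, pin compound, wait 10 min at room temperature, add HMU-PC0 substrate at 9 uM final, incubate 60 min at 37 °C, add stop solution raising pH to 10, read fluorescence.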
Numbers without * were called inactive; i = inactive; ? = inconclusive; [ ] = dose if it differs, or a comment. These rows are one share of the data; rates above refer to the full screens.

SMILES | hERG WT inh | ASM inhibitor
CC[C@]12C(=O)N(C)C[C@H]([C@@H]3C(=O)N(C)C(=O)[C@@H]31)N2C(=O)c1ccc(C)cc1 | 0 | 12%
CC(=O)Nc1ccc(Nc2nc(-c3c(C)nc4ccccn34)cs2)cc1 | -20 | 0%
Oc1ccc2ccccc2c1C=NNc1ccccn1 | -32 | 4%
COc1ccc(C2CC(=O)c3cc(OC)ccc3O2)cc1 (stereo not given) | -1 | 139%[activator]
COc1ccccc1C=NNC(=O)c1ccncc1 | 2 | 1%
CCN1C[C@@H]2[C@@H]3C(=O)N(Cc4ccccc4)C(=O)[C@@H]3[C@](Cc3ccccc3)(C1=O)N2C(=O)c1ccc(C)cc1 | -9 | 2%
O=C1c2ccc(-c3nc4ccccc4o3)cc2C(=O)N1Cc1ccccc1 | 5 | 0%
O=C(NCCCNC(=O)c1c(Cl)cccc1Cl)c1c(Cl)cccc1Cl | -2 | 4%
CCOC(=O)c1cccc(NC(=O)c2c(N)n(C)c(=O)[nH]c2=O)c1 | 23 | -5%
CCCCN1CC[C@H]2C=CC[C@@H](C(=O)N3CCN(c4ccccc4)CC3)[C@H]2C1=O | -7 | -5%
Cc1cn(CC(=O)NCC2CCCO2)c(=O)[nH]c1=O (stereo not given) | 14 | -6%
CCc1ccccc1C1C(=O)c2ccccc2C1=O | 1 | 4%
CC(=NNC(=S)N1CCCCC1)c1cccc(C)n1 | -7 | 0%
C=C1CC(Cn2cc(Br)c(=O)[nH]c2=O)(c2ccc(-c3ccccc3)cc2)OC1=O (stereo not given) | 3 | ?
O=S(=O)(Cc1ccccc1)CS(=O)(=O)Cc1ccccc1 | -1 | 2%
O=S(c1ccccc1O)S(=O)c1ccccc1O (stereo not given) | -4 | -3%
NC(N)=N/N=C(\N=Nc1ccccc1)c1ccc(Cl)cc1 | 13 | -23%
O=C1NC(=O)C(CSc2ccccc2)(c2ccccc2)N1 (stereo not given) | -1 | -1%
CC1(C)NC(=O)N(CC(=O)OCC(=O)Nc2c(Br)cc([N+](=O)[O-])cc2Br)C1=O | 6 | 2%
COc1cc(CNCc2ccncc2)ccc1OCC(N)=O | -9 | 4%
CC(=O)Oc1ccc(C(=O)Nn2cnnc2)cc1 | 1 | 4%
Cc1ccc(NC(=O)C2CC(=O)N(c3ccccc3Cl)C2)cc1S(=O)(=O)N1CCOCC1 (stereo not given) | -13 | 1%
O=c1oc2ccccc2n1Cc1cccc(C(F)(F)F)c1 | 1 | 0%
c1ccc(CNC2CC3CCC2C3)cc1 (stereo not given) | -2 | -1%
NC(=S)NN=CCn1cc([N+](=O)[O-])c(=O)[nH]c1=O | 4 | -2%

Three compounds out of the list above, arranged by the value under ASM inhibitor, ascending.
| canonical_smiles | ASM inhibitor |
| --- | --- |
| CCCCN1CC[C@H]2C=CC[C@@H](C(=O)N3CCN(c4ccccc4)CC3)[C@H]2C1=O | -5% |
| O=C1c2ccc(-c3nc4ccccc4o3)cc2C(=O)N1Cc1ccccc1 | 0% |
| CC(=O)Oc1ccc(C(=O)Nn2cnnc2)cc1 | 4% |

The main list resumes with the four entries that preceded the break.
SMILES | hERG WT inh | ASM inhibitor
Cc1ccc(NC(=O)C2CC(=O)N(c3ccccc3Cl)C2)cc1S(=O)(=O)N1CCOCC1 (stereo not given) | -13 | 1%
O=c1oc2ccccc2n1Cc1cccc(C(F)(F)F)c1 | 1 | 0%
c1ccc(CNC2CC3CCC2C3)cc1 (stereo not given) | -2 | -1%
NC(=S)NN=CCn1cc([N+](=O)[O-])c(=O)[nH]c1=O | 4 | -2%
O=C1/C(=C/c2ccccc2)CN(C(=O)CCN2CCOCC2)C/C1=C\c1ccccc1 | 9 | 61%
O=C(O)CCC1(C(=O)O)CCC(=O)c2ccccc21 (stereo not given) | 4 | 1%
C=CCOC(=O)C1=C[C@@H](c2ccc3c(c2)OCO3)C[C@@H](OCCCCO)O1 | -1 | -5%
c1ccc(CN2CCC3CC2c2cc(N4CCOCC4)ccc23)cc1 (stereo not given) | 19 | 2%
O=C(/C=C/c1ccccc1[N+](=O)[O-])Nc1cc(S(=O)(=O)N2CCOCC2)ccc1N1CCOCC1 | 10 | -3%
Cc1nc2cc3ccccc3cc2s1 | -2 | -3%
Clc1nccc(N2CCN(c3ccccc3Cl)CC2)n1 | 2 | -3%
Cc1ccc(/C=N/NC(=O)CC2N=C(Cc3ccccc3)NNC2=O)cc1 (stereo not given) | 8 | -1%
O=C(CNC(=O)c1ccccc1Br)Nc1cccc(S(=O)(=O)Nc2ccccc2Cl)c1 | 16 | -8%
O=C(c1ccc(Br)c(S(=O)(=O)N2CCOCC2)c1)N1CCN(C/C=C/c2ccccc2)CC1 | 34 | 1%
CC(=O)C1N=NCC1c1ccccc1 (stereo not given) | 4 | 0%
CCOC(=O)c1c(C)nsc1NCc1ccccc1 | 2 | 0%
COC(=O)C1=C(C)N(CCCC(=O)O)C(=O)NC1c1ccccc1Cl (stereo not given) | 2 | 11%
CC(=O)c1ccc(OC(=O)Oc2ccc(C(C)=O)cc2)cc1 | -22 | 3%
Cc1c[n+]([O-])ccc1[N+](=O)[O-] | 4 | 3%
CC(C)(C)c1ccc(-n2ncc3c2CCCC3NC(=O)c2ccncc2)cc1 (stereo not given) | 14 | -2%
COc1ccc(/C=C2/CCC(CN3CCOCC3)C2=O)cc1 (stereo not given) | -1 | -4%
Cc1ccc(C)c(NC(=S)NC(=O)c2cncc(Br)c2)c1 | 3 | 0%
CC(Nc1ccc([N+](=O)[O-])cc1[N+](=O)[O-])c1ccccc1 (stereo not given) | 14 | -14%
COc1ccc(C2(CO)OC(CO)C(O)C2O)cc1 (stereo not given) | 51 | -1%
COC(=O)C1=C(C)N(CCCC(=O)O)C(=O)NC1c1ccc2c(c1)OCO2 (stereo not given) | -5 | 3%
CC(C)NC(=O)c1onc(CSc2ccc(F)c(F)c2)c1C(=O)NC(C)C | 6 | 2%
NC(=S)N=Nc1c(O)[nH]c2c(Cl)cc(Cl)cc12 | 0 | -18%
CCCN(CC(=O)Nc1ccccc1OC)C(=O)Cn1c(=O)oc2ccccc21 | 4 | -1%
CC(=N)c1c(O)cc(C)oc1=O | -3 | 5%

Quoted at random: 3 records from the list, in no set order.
SMILES | hERG WT inh | ASM inhibitor
O=C(/C=C/c1ccccc1[N+](=O)[O-])Nc1cc(S(=O)(=O)N2CCOCC2)ccc1N1CCOCC1 | 10 | -3%
Cc1ccc(/C=N/NC(=O)CC2N=C(Cc3ccccc3)NNC2=O)cc1 (stereo not given) | 8 | -1%
Cc1ccc(C)c(NC(=S)NC(=O)c2cncc(Br)c2)c1 | 3 | 0%

The listing continues:
SMILES | hERG WT inh | ASM inhibitor
CC1CN(C(=O)c2cc(COc3c(F)cccc3F)on2)CCN1C (stereo not given) | -3 | 5%
COc1ccccc1NC(=O)C1CC(C)OC1=O (stereo not given) | 7 | 0%
CC[C@H](C)[C@H]1CNC(=S)N1CC1CCN(CCC23CC4CC(CC(C4)C2)C3)CC1 | -6 | 1%
OC(C1=CC(=Cc2ccncc2)c2ccccc21)c1ccncc1 (stereo not given) | 2 | -5%
CC(C)(C)OC(=O)N1CCC(C(=O)Nc2ccc(C(=O)NCCc3ccccc3)cc2)CC1 | 3 | -10%
ClCCn1cnc2c(SCc3ccccc3Cl)ncnc21 | -3 | -10%
CC(C)c1ccc2c(c1)C(N1CCN(C)CC1)Cc1cccnc1S2 (stereo not given) | 27 | 5%
Cn1c(=O)c2[nH]c(C(O)c3ccc(Cl)cc3)nc2n(C)c1=O (stereo not given) | -26 | -2%
Cc1cc(C)c2nc(SCC(=O)Nc3ccccc3N3CCOCC3)c(C#N)cc2c1 | -10 | 5%
COc1cc(/C=C/CNC[C@H]2O[C@@H](n3ccc(=O)[nH]c3=O)[C@H](O)[C@@H]2O)ccc1O | 2 | 5%
O=C(CCCCC(=O)OCC1COCO1)OCC1COCO1 (stereo not given) | -15 | 1%
CN(C(=O)c1cccc(NC(=O)Cc2cccc(NC(=O)C3CCN(C(=O)C4CC4)CC3)c2)c1)C1CCC1 | 4 | 2%
Cc1cc(C(F)(F)F)c2c(C)nn(-c3ccccc3)c2n1 | 6 | 22%
O=C(c1ccc(Cl)cc1)C1CCN(C(=S)Nc2ccccc2)CC1 | 5 | -8%
COc1ccc(Cl)cc1NC(=O)c1cccc([N+](=O)[O-])c1O | -2 | -1%
CCCCCCCCCCCC1N=C(N)NC(CCCO)=C1C(=O)OC (stereo not given) | 1 | -29%
O=C(Cc1ccc([N+](=O)[O-])cc1)c1ccccc1 | 5 | -2%
COC(=O)c1sccc1NC(=O)c1cccc(F)c1 | -3 | -2%
COc1ccc(NC(=O)N(CCCN2CCOCC2)Cc2cccnc2)c(OC)c1 | -3 | 6%
Clc1ccc2c(SCC3CO3)c3ccccc3nc2c1 (stereo not given) | 17 | i
c1ccc(-c2cnnc(-c3ccccn3)n2)cc1 | -1 | 3%
Nc1ncc2[nH]c(N)nc2n1 | 2 | 0%
CCOc1cc2c(C#N)c(N3CCCC3)nc(N)c2c(N)n1 | 1 | 68%[activator]
O=C(Nc1ccc(F)c(Cl)c1)C1CC(=O)N(Cc2ccccc2)C1 (stereo not given) | -9 | -1%
Nc1ccc2c(c1)C(=O)c1ccccc1-2 | -2 | -4%
Continued.
SMILES | hERG WT inh | ASM inhibitor
CC1(C)CC(N2CCC(=O)NC2=S)CC(C)(C)N1 | -4 | 2%
O=S(=O)(CCc1ccccc1)CS(=O)(=O)CCc1ccccc1 | 3 | -3%
O=C(CSc1nc2ccccc2c(=O)n1CC1CCCO1)N1CCN(c2ccccc2)CC1 (stereo not given) | -4 | 0%
O=C(O)C1C2CCC(C2)C1C(=O)Nc1ccccc1 (stereo not given) | -1 | 2%
O=C(C1CCCCC1)N1CCC2CC1c1cc(Cl)ccc12 (stereo not given) | -3 | 1%
NC(=O)C1CC2(C1)CC(C(N)=O)C2 (stereo not given) | 27 | 1%
CC(Nc1nc(-c2ccc(F)cc2)cs1)c1nc2cc(Cl)c(Cl)cc2n1CCCO (stereo not given) | -7 | -12%
O=S(=O)(Nc1ccccc1Cl)c1ccc(-c2ccccn2)s1 | -15 | -3%
O=C(N/N=C/c1cccnc1)c1cc(-c2ccc(Cl)cc2)nc2ccccc12 | -8 | -6%
CCN1C[C@@H]2[C@@H]3C(=O)N(Cc4ccccc4)C(=O)[C@@H]3[C@](CC)(C(=O)OC)N2C1=NCc1ccccc1 | 4 | 3%
C(=Cc1c[nH]c2ccccc12)c1ccc2ccccc2n1 | -1 | 413%[activator]
Oc1c(C(c2ccccc2)N2CCOCC2)ccc2ccccc12 (stereo not given) | -11 | -2%
CCCNc1ncc2c(=O)[nH][nH]c(=O)c2n1 | 7 | 5%
O=C(NCCCCc1ccccc1)c1cccc(NC(=O)C2CCCC2)c1 | -3 | -7%
CC1(C)N=C(N)NC(Nc2ccc(Cl)cc2)=N1 | 0 | 4%
O=C1Cc2c(-c3ccccc3)cc(-c3cccc(Cl)c3)nc2-c2ccccc2N1 | -1 | -5%
CC(=O)N1CCC2(CC1)CC(=O)c1cc(Cl)ccc1O2 | -2 | 18%
CCn1c(=O)n(C)c2c(=O)n(C)c(=O)n(C)c21 | 3 | 1%
COc1ccc(/C=C2/CCCC(CN(C)C)C2=O)cc1 (stereo not given) | -5 | -3%
CC(=O)c1nn(-c2ccc(C)cc2)cc1C(=O)c1cccc(Br)c1 | -2 | 4%
Cc1ccc(OCC(=O)O/N=C(\N)Cc2cccs2)cc1C | 7 | 0%
COc1ccc(S(=O)(=O)Nc2ccccc2)cc1 | 0 | 9%
CCOc1cc(C=NN=C2c3ccccc3-c3ccccc32)ccc1O | 4 | ?
CC(=O)OCC1OC(n2c3c(cc(C#N)c2=S)CCCC3)C(OC(C)=O)C(OC(C)=O)C1OC(C)=O (stereo not given) | 12 | 0%
CCCC(CC)Sc1nc2c([nH]1)c(=S)n(C)c(=O)n2C (stereo not given) | -92* | -11%
NC(=O)c1ccc(=O)n(C2OC(CO)C(O)C2O)c1 (stereo not given) | 9 | 10%
CCN1C[C@@H]2[C@@H]3C(=O)N(C)C(=O)[C@@H]3[C@](C)(C1=O)N2C(=O)c1ccc(F)cc1 | 2 | 2%
CCOC(=O)C1(NC(=O)C2(NC(=O)CN3C(=O)c4ccccc4C3=O)CCCC2)CCCC1 | -7 | 2%
O=S(=O)(NC1CCCCCCC1)c1ccc(F)cc1 | -2 | -3%
O=C1c2c(O)cc(O)cc2O[C@H](c2ccc(O)cc2)[C@H]1O | -2 | 4%

Six structures already listed, sorted by formula weight, falling:
SMILES | hERG WT inh | ASM inhibitor
CC(=O)OCC1OC(n2c3c(cc(C#N)c2=S)CCCC3)C(OC(C)=O)C(OC(C)=O)C1OC(C)=O (stereo not given) | 12 | 0%
O=C(CSc1nc2ccccc2c(=O)n1CC1CCCO1)N1CCN(c2ccccc2)CC1 (stereo not given) | -4 | 0%
CCN1C[C@@H]2[C@@H]3C(=O)N(C)C(=O)[C@@H]3[C@](C)(C1=O)N2C(=O)c1ccc(F)cc1 | 2 | 2%
CCOc1cc(C=NN=C2c3ccccc3-c3ccccc32)ccc1O | 4 | ?
O=S(=O)(NC1CCCCCCC1)c1ccc(F)cc1 | -2 | -3%
NC(=O)C1CC2(C1)CC(C(N)=O)C2 (stereo not given) | 27 | 1%
